# PDI inh = inhibitors of human PDI, primary screen, biochemical, turbidity, single point, plate reader | Protein disulfide-isomerase (Homo sapiens), P07237 | PDI insulin aggregation turbidity, A650, 90 min | inhibition, % at 10 µM | 350,000 tested, 0.052% active;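 active = mean inhibition across replicates of 30% or more, whatever share of single replicates reach that level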;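 note: absorbance from insulin aggregation driven by PDI reduction with DTT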
# N-glyco inh = increase of ERlucT glycosylation luciferase signal, primary screen, N-linked glycosylation inhibitor project, D54 ERlucT cells, luminescence, set 2; reporter increase, % at 12.5 µM; 360,000 tested, 0.23% active; D54 ERlucT glycosylation luciferase reporter, 24 h; percent of 100 nM tunicamycin response;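 active = mean luciferase reporter signal, scaled so untreated is 0 and the glycosylation-blocking control 100, at or above a set limit in every replicate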;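 note: luciferase carries N-glycosylation sites so blocking glycosylation raises the light; 0% = median of neutral control wells and 100% = median of 100 nM tunicamycin wells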
# Granule exo inh = LAMP-1 surface exposure blockers, TALL-104 cells – cell-based, flow cytometry, MLPCN library, primary screen; TALL-104 LAMP-1 surface exposure; cells stimulated with thapsigargin and PMA; inhibition, % at 10 µM; 360,000 tested, 0.66% active; AID 651702, 2012;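 active = inhibition above about 55%, limit read from the data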
# MC4R barr agon = MC4R agonists recruiting beta-arrestin, primary screen, cell-based, luminescence, agonist arm of biased-ligand search | Melanocortin receptor 4 (Homo sapiens), P32245 | activation, % at 8.9 µM | 360,000 tested, 0.98% active | U2OS MC4R beta-arrestin complementation; percent of melanotan II response, DMSO zero;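 active = activation above a per-plate cutoff, the mean activation of sample wells on that plate plus 3 SD, cut at about 8% in these data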
# m5-HT2A agonist = mouse Htr2a agonists via beta-arrestin recruitment, primary screen, cell-based, luminescence | CHO-K1 mHTR2A beta-arrestin complementation; percent of 30 µM serotonin response | activation, % at 7.6 µM | 360,000 tested, 0.66% active | AID 624169, 2012;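 active = activation above a run cutoff, the mean activation of all tested compounds plus 3 SD, cut at about 14% in these data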;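 note: 0% = plate median of compound wells and 100% = 30 µM serotonin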
# ABCB6 inh 2 = ABCB6 transporter inhibitors, primary screen, K562-ABCB6 cells, flow cytometry, MLPCN library; K562-ABCB6 porphyrin accumulation, 1 h; active compounds read low; ATP-binding cassette sub-family B member 6 (Homo sapiens), Q9NP58; fluorescence ratio to DMSO, % at 10 µM; 360,000 tested, 0.19% active;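 active = fluorescence ratio to DMSO below 75%, the collection mean minus 3 SD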;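 note: signal is porphyrin accumulated inside mitochondria; 100% equals median channel fluorescence of DMSO control wells; lower ratio means ABCB6 inhibition with less porphyrin fluorescence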
# Target sequence (Q9NP58 whole entry, looked up): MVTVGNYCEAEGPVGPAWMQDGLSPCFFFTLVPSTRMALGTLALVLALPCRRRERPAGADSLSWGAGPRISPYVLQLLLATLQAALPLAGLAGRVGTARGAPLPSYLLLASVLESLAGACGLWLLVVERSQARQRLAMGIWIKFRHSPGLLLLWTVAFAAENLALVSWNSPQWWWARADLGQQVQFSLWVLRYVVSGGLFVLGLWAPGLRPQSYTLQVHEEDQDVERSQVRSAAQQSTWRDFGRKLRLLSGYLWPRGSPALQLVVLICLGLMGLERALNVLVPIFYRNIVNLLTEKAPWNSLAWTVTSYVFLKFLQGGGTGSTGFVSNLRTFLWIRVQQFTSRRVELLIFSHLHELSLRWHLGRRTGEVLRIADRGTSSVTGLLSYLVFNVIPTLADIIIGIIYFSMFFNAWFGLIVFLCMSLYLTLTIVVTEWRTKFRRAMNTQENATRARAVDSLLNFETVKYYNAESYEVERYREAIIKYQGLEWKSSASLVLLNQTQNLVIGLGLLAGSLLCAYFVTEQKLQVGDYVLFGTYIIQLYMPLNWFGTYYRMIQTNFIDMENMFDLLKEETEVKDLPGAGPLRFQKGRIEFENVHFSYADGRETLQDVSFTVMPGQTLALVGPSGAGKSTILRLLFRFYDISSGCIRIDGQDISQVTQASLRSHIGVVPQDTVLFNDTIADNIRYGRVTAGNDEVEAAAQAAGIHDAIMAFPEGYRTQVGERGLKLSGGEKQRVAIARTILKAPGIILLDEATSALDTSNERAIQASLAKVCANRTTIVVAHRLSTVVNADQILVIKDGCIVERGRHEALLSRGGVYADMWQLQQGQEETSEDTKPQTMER
# H9c2 protect = cardioprotection against H2O2-induced cell death, primary screen, uHTS, H9c2 cells, ATPLite luminescence; H9c2 cardiomyocytes, H2O2 injury protection, 2 h; 360,000 tested, 0.63% active; protection from H2O2 cell death, % at 20 µM;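 active = compounds giving at least 50% protection of heart cells from peroxide-induced death in the single-dose screen, raw or plate-pattern-corrected value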;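 note: 0% = DMSO wells with peroxide and 100% = DMSO wells without peroxide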
# CaV13 FRET inh = Disruptors of the CACNA1D IQ motif to Ca2+-dependent inactivation inhibitor domain association, primary screening, Förster resonance energy transfer in intact living …. HEK cells, CFP/YFP FRET ICDI-IQ, plate reader, 10 min; percent FRET-ratio fall versus neutral wells. inhibition, % at 12.3 µM. AID 743397. 340,000 tested, 0.098% active;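 active = mean replicate inhibition of at least 30% and at least 1% of replicates passing that level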;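 note: 0% = median of the neutral control wells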
# ABHD5-PLIN5 inh = ABHD5-PLIN5 interaction inhibitors, primary screen, cell lysate, split luciferase complementation, luminescence | inhibition, % at 4 µM | Split G. princeps luciferase complementation, 4 h | 360,000 tested, 0.78% active;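 active = inhibition above the mean inhibition across every tested compound plus 3 SD, cut at about 22% in these data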;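 note: 0% = DMSO only wells and the 100% control is not disclosed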
# MC4R antagonist = MC4R antagonists of cAMP signaling, primary screen, cell-based, TR-FRET, antagonist arm of biased-ligand search | Melanocortin receptor 4 (Homo sapiens), P32245 | MC4R-expressing cells, MTII-stimulated cAMP, LANCE TR-FRET | inhibition, % at 6.5 µM | 360,000 tested, 0.48% active | AID 540295, 2011;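 active = inhibition above its plate's cutoff, the mean of tested wells on that plate plus 3 SD, cut at about 29% in these data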;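 note: 0% = Melanotan II alone and 100% = Melanotan II plus saturating MCL0020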
#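 System – human MC4R-expressing U2OS cells · Also added – Melanotan II · Dosing – one concentration, 6.5 µM nominal · Timing – 30-min compound, 1-h challenge, 1-h detection, room temperature · Measured by – Eu-cAMP/anti-cAMP TR-FRET, emission 671 nm · Replicates – singlicate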
# The depositor's hits bear a star; / = no result given.
SMILES,PDI inh,N-glyco inh,Granule exo inh,MC4R barr agon,m5-HT2A agonist,ABCB6 inh 2,H9c2 protect,CaV13 FRET inh,ABHD5-PLIN5 inh,MC4R antagonist
C[C@H]1CC[C@@]2(O[C@@H](CCO)C[C@H](O)[C@H]2O)O1,-4,1,2,-0.9,11,93,-2,-5,-2,-4
Cc1ccccc1OCC(=O)N=Nc1c(O)n(C)c2ccccc12,5,4,-2,18*,2,95,11,-3,-1,4
COc1ccc(C2=NN(C(=O)c3cccs3)C(c3ccccc3O)C2)cc1 (stereo unspecified),-5,-4,-8,13*,1,97,-5,-1,-4,-6
COc1ccc(Br)cc1C(=O)NC(=S)Nc1c(C)n(C)n(-c2ccccc2)c1=O,11,-2,-9,0.1,-6,99,-2,-3,4,-1
COc1cc(NC(=O)C2=COCCO2)c(OC)cc1Cl,9,0,-33,-0.8,-4,103,-6,-6,-7,-8
COc1ccc(C(=O)NC2CCN(C(=S)Nc3cc(C)cc(C)c3)CC2)cc1,-5,-1,1,0.7,3,99,-1,0,2,6
Cc1ccc(C(C(=O)NCc2ccco2)N(C(=O)Cc2cccs2)c2cccnc2)cc1 (stereo unspecified),-1,1,-3,-0.1,6,101,14,4,-4,12
COc1ccc(Br)cc1/C=N/NC(=O)CNC(=O)C1COc2ccccc2O1 (stereo unspecified),4,3,2,0.3,3,104,7,-5,-4,7
CC(C)c1nc2cc(C(=O)N(C)C3CCOCC3)ccc2o1,10,3,7,-1.5,10,96,9,-2,7,15
COc1ccc(NC(=O)c2ccc3c(c2)NC(=O)CO3)cc1OC,2,2,-1,-2.5,0,99,-5,-10,-5,-5
CCOCCCNC(=O)C(c1ccc(C)cc1)N(Cc1ccc2c(c1)OCO2)C(=O)CNC(C)=O (stereo unspecified),-2,1,-1,0.0,2,103,-2,-5,9,1
CCOc1ccc(N2C(=O)CC(N3CCc4ccccc43)C2=O)cc1 (stereo unspecified),-10,1,-6,0.0,-1,100,0,-5,1,-1
Cc1ccc(S(=O)(=O)N2CCCC2)cc1C(=O)NCc1ccccn1,-2,2,0,-0.5,9,99,5,-2,7,5
Cc1ccc(COn2c(-c3ccc(Cl)cc3)nc3ccc([N+](=O)[O-])cc32)cc1,-4,5,7,-0.1,-4,91,-18,-5,2,-4
CCCCC(=O)Nc1cccc(NC(=O)C(C)C)c1,-2,-1,-1,-0.9,0,93,-9,-5,-1,15

# Entries of single compounds as entered above. Order of screens: PDI inh, N-glyco inh, Granule exo inh, MC4R barr agon, m5-HT2A agonist, ABCB6 inh 2, H9c2 protect, CaV13 FRET inh, ABHD5-PLIN5 inh, MC4R antagonist
# COc1cc(NC(=O)C2=COCCO2)c(OC)cc1Cl is listed with 9, 0, -33, -0.8, -4, 103, -6, -6, -7, -8
# COc1ccc(Br)cc1C(=O)NC(=S)Nc1c(C)n(C)n(-c2ccccc2)c1=O is listed with 11, -2, -9, 0.1, -6, 99, -2, -3, 4, -1

# The list continues.
SMILES,PDI inh,N-glyco inh,Granule exo inh,MC4R barr agon,m5-HT2A agonist,ABCB6 inh 2,H9c2 protect,CaV13 FRET inh,ABHD5-PLIN5 inh,MC4R antagonist
COc1ccc(-c2csc(NC(C)c3nc4cc(Cl)c(Cl)cc4n3CCOCCO)n2)cc1 (stereo unspecified),1,3,-8,-0.2,6,96,-6,-9,-6,6
Cc1ccc(-c2nc(C#N)c(NCc3cccc4c3OCO4)o2)cc1,11,0,6,0.9,-1,98,-16,/,3,1
Cc1ccc2c(c1)c1ncnc(N3CCN(c4ccccc4)CC3)c1n2C,3,1,1,-1.7,11,113,-8,-5,5,12
CC(O)C(NC(=O)OCc1ccccc1)C(=O)OCc1ccccc1 (stereo unspecified),-4,0,3,-1.0,-3,95,-10,-17,15,13
Cc1cccc2c(CCNC(=O)c3ccc([N+](=O)[O-])cc3)c[nH]c12,-10,2,-1,-0.1,-5,98,-3,-15,0,2
CCOc1cc2c(cc1OC)C(c1cccc([N+](=O)[O-])c1)NCC2 (stereo unspecified),6,-1,11,1.0,2,100,-5,-5,4,10
O=C(NCCc1ccc(Cl)cc1)C1CCCO1 (stereo unspecified),-1,1,-3,1.7,3,96,-2,-18,-1,-5
O=C(Nc1ccon1)C1CCN(S(=O)(=O)c2cccs2)CC1,-16,-1,-2,1.0,-2,97,10,/,-1,0
Cc1ccc(CNC(=O)Nc2ccccc2)c(C)c1,-7,-4,30,0.7,-2,92,-9,-5,2,2
COc1ccc(C2C=C(c3ccccc3)Nc3nnnn32)cc1 (stereo unspecified),-5,-2,-3,2.7,1,92,-6,-15,4,0
O=C(c1ccccn1)N(Cc1ccco1)C1(C(=O)NC2CCCCC2)CCCCC1,-2,-2,-3,-0.7,-4,95,-5,-5,2,12
CN(CC(=O)Nc1ccc(OC(F)(F)F)cc1)C(=O)C1CCC1,6,0,-5,-2.2,2,91,-8,-19,-5,-11
COc1ccc(CCN2C(=O)CN=C2Nc2ccc(F)cc2)cc1OC,-15,2,2,-1.0,-1,94,-2,4,-3,-2
Cc1ccccc1S(=O)(=O)Cc1ccc(C(=O)NCCCN2CCN(C)CC2)o1,1,0,1,2.6,3,96,6,-6,0,19
CCc1nn(C(CC)C(=O)NCc2cccs2)c(=O)c2cc3occc3n12 (stereo unspecified),-23,-1,1,-1.6,-5,106,-4,-5,2,-2
Cc1nc(C(=O)NCc2ccccc2)sc1C1(C)CC(c2cccc([N+](=O)[O-])c2)=NO1 (stereo unspecified),2,-5,59*,-1.0,-10,96,-9,-10,3,3
CCCN1CCC(NCc2cn(C)nc2-c2ccc(Oc3ccccc3)cc2)CC1,10,-8,77*,-0.6,-12,96,-8,-2,10,2
CC1CN(C(=O)CCCN2C(=O)c3ccccc3C2=O)CC(C)O1 (stereo unspecified),12,3,-2,0.6,4,99,5,23,7,-1
O=C(Cn1c(CC(=O)N2CCCC2)nc2ccccc21)NCc1ccccc1,-2,-2,1,-0.4,1,101,-4,-2,7,5
COc1ccc(C(=O)Nc2ccc(S(=O)(=O)Nc3nccc(C)n3)cc2)cc1,3,-1,-6,-1.6,1,101,4,-4,-3,9
C=C(C)C(=O)N1CC2(CC(c3cccc(NC(=O)COc4ccc(Cl)cc4)c3)=NO2)C[C@@H]1C(N)=O (stereo partly specified),-4,0,-10,-2.2,0,91,1,-9,-5,0
COCCCNCCOc1cc(C(C)C)ccc1C,5,2,0,-2.0,2,86,2,-5,-5,0
C=CCn1c(SCC(=O)c2c(N)n(C)c(=O)n(C)c2=O)nc2sc(C)c(C)c2c1=O,-4,-1,5,1.0,5,102,6,-9,5,8
O=C(O)c1ccc(Nc2cnc3ccccc3n2)cc1,-3,-1,-3,0.8,-3,100,-7,-17,5,0
CCN(CC)C(=O)c1sc2nc(-c3ccccc3)ccc2c1N,-1,-8,1,-1.2,-3,107,-1,/,-14,21
COc1ccc2nc(NC(=O)c3ccc4ncsc4c3)sc2c1,-1,-4,9,2.0,8,102,8,/,0,4
OC(c1ccc(Cl)c(F)c1)c1ncc(-c2cccc(F)c2)[nH]1 (stereo unspecified),-1,-2,-4,1.0,9,103,-28,-8,-7,5
Cc1ccc(-c2cnn(-c3cccc(C(F)(F)F)c3)c2N)cc1,1,0,-2,2.8,-2,97,-7,-4,-13,-2
O=C(N/N=C/c1c[nH]c2ccccc12)c1ccccc1Cl,-9,1,-21,-2.2,-1,101,7,-2,6,-10
CN(CCNC(=O)c1c[nH]c2c1ccc1ccccc12)CCNC(=O)c1c[nH]c2c1ccc1ccccc12,6,-3,8,3.0,-5,102,-4,-9,3,13

# A few values from the results shown.
# O=C(Cn1c(CC(=O)N2CCCC2)nc2ccccc21)NCc1ccccc1 – MC4R antagonist = 5
# Cc1nc(C(=O)NCc2ccccc2)sc1C1(C)CC(c2cccc([N+](=O)[O-])c2)=NO1 (stereo unspecified) – ABCB6 inh 2 = 96

# Further results.
SMILES,PDI inh,N-glyco inh,Granule exo inh,MC4R barr agon,m5-HT2A agonist,ABCB6 inh 2,H9c2 protect,CaV13 FRET inh,ABHD5-PLIN5 inh,MC4R antagonist
S=c1[nH]nc(-c2cc3c(s2)-c2ccccc2CC3)o1,-3,3,-1,-1.1,-2,98,-10,-5,-45,3
CCN(CC)CCn1c(NS(=O)(=O)c2ccc(Cl)cc2)nc2ccccc21,13,-4,-8,-0.4,-9,93,4,-20,8,7
Cc1cc(C)cc(OCC(=O)N/N=C/c2ccc([N+](=O)[O-])o2)c1,3,1,1,-0.4,-1,99,-8,-7,1,9
COC(=O)/C=C1\S/C(=N\N=C\CC(=O)OC)NC1=O,-4,3,-6,-3.8,-6,99,-1,-19,-6,3
CCCn1c(=O)c2ccccc2n2c(SCc3nnc(-c4ccccc4Br)o3)nnc12,-2,1,1,1.9,4,98,7,-10,-4,11
COc1ccc(N2CCN(C(=O)c3cc(C)oc3C)CC2)cc1,-18,-1,-2,-1.9,-2,90,1,/,5,3
COc1ccc(CN(C)C(=O)[C@H]2O[C@@H](n3ccc(=O)[nH]c3=O)[C@H](O)[C@@H]2O)cc1OC,/,-1,-5,/,7,99,-5,-3,7,/
CCN(CC(=O)Nc1ccc(NC(C)=O)cc1)C(=O)c1ccc(S(=O)(=O)N2CCCC2)cc1,-7,0,3,-0.8,1,99,6,-5,0,2
CCNC(=O)c1c(C)nc2ccccn12,12,1,-2,1.6,1,98,15,-7,2,1
N/C(=N\OC(=O)CCCOc1ccccc1)c1cccc([N+](=O)[O-])c1,0,2,-1,-0.4,3,111,2,-3,2,1
CCc1ccccc1NC(=O)C1CCN(S(C)(=O)=O)CC1,-5,0,5,-0.4,-2,130,-1,0,1,11
O=C(c1ccco1)N(Cc1ccc(Cl)cc1)C1CCS(=O)(=O)C1 (stereo unspecified),-8,1,-4,-1.7,8,98,-3,-2,1,-2
O=C1NN(c2cccc(Br)c2)C(=O)/C1=C/c1cccs1,-6,2,4,0.8,2,92,-6,-1,0,4
CCNc1nc(NCC)n2c(SCC(=O)Nc3cc(OC)ccc3OC)nnc2n1,-12,2,0,1.1,7,95,-2,-6,14,2
COc1ccc(C(=S)N2CCN(C)CC2)cc1,5,0,0,-0.2,-5,90,4,-4,-6,-2
COc1ccc(N(C(=O)CNC(=O)c2ccco2)C(C(=O)NC2CCCC2)c2ccco2)cc1 (stereo unspecified),-1,1,39,1.0,0,96,1,-6,13,9
CCc1cccc2c(-c3csc(=NC)n3C)c[nH]c12,-6,0,0,-0.1,3,105,-4,-5,-6,5
COc1ccc(-c2nnc(SCC(=O)N3CCOCC3)o2)cc1,-22,-4,-3,0.4,5,99,2,/,2,-5
COc1ccc(OC)c(S(=O)(=O)n2nnc3ccccc32)c1,1,2,-6,-0.8,-2,97,4,/,-3,-6

# An unsorted share of the library, and some 4.2% of all compounds hit somewhere here.
